Assay outcomes: PubChem BioAssay, several laboratories
EP2 mod = EP2 receptor modulators, cAMP readout, primary screen, cell-based, HTRF cAMP, PGE2 stimulation; AID 940, 2007; hit rate 0.83% among 260,000; EP2-expressing cells, cAMP HTRF FRET, PGE2 co-stimulation; Prostaglandin E2 receptor EP2 subtype (Homo sapiens), P43116; induction, % at 25 µM;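 active means compounds whose cAMP rise, as percent of the full-agonist control response, exceeds 60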;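 further: rat C6 glioma line stably carrying human EP2 under a CMV promoter; the protocol text gives 20 µM as final concentration; 100% = response of wells given 1 µM PGE2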
NPY-Y2 PAM-ag = NPY-Y2 potentiators or agonists, primary screen, cell-based | activation, % at 3.6 µM | hit rate 0.45% among 220,000 | AID 1359, 2008 | cells expressing NPY-Y2, potentiator/agonist read-out; in the data active means activation above about 27%;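 further: cells stimulated with NPY near EC25 plus isoproterenol at EC100; 0% = vehicle plus submaximal agonist and 100% = vehicle plus saturating agonist; some results beyond the cut were filed as inactive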
Target sequence (P49146 whole entry, looked up): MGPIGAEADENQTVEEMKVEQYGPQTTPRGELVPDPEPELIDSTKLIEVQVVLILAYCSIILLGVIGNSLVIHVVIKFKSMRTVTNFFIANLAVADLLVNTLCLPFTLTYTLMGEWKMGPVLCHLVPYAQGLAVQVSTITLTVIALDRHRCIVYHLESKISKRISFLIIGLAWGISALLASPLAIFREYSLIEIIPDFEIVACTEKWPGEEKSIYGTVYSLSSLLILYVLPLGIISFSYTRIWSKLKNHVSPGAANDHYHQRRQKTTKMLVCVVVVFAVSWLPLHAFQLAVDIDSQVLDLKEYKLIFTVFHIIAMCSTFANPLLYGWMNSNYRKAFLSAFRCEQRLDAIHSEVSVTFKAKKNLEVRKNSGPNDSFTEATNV
S1P4 antagonist = S1P4 receptor antagonists, primary screen, cell-based; hit rate 0.26% among 220,000; S1P4-expressing cells, antagonist mode, reporter read-out; Sphingosine 1-phosphate receptor 4 (Homo sapiens), O95977; inhibition, % at 4.98 µM; in the data active means inhibition above about 29%;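 further: 0% = wells stimulated with agonist and 100% = vehicle wells without agonist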
Target sequence (O95977 whole entry, looked up): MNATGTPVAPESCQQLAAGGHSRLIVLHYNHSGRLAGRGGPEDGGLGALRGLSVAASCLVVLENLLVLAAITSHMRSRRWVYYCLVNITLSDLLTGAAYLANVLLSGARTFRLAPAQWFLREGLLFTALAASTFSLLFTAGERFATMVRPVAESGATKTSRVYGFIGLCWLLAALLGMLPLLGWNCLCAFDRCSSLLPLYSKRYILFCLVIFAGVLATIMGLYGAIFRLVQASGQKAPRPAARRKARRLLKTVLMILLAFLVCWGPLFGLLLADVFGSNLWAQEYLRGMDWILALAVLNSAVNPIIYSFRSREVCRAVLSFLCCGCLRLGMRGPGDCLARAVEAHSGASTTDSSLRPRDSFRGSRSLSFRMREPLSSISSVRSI
CHOP inh = inhibitors of CHOP promoter induction, primary screen, cell-based, unfolded protein response, luciferase reporter; CHO-K1 CHOP-promoter luciferase, tunicamycin-induced, 15-18 h; inhibition, % at 10 µM; hit rate 3.8% among 220,000; AID 2732, 2010;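 active means compounds that reduced the stress-induced luciferase reporter signal by more than about 70% of percent inhibition, limit read from the data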;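 further: 0% = tunicamycin plus vehicle and 100% = wells without tunicamycin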
TRPML3 agonist = human TRPML3 channel agonists, primary screen, cell-based, HEK293 TRPML3-YFP, Fluo-8 calcium fluorescence, 3 µM; Mucolipin-3 (Homo sapiens), Q8TDD5; activation, % at 3 µM; hit rate 0.29% among 220,000; 100% = the carbachol control signal;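 active means activation above its plate's cutoff, the mean activation of the plate's test wells plus 3 SD, cut at about 12% in these data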;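 further: 0% = DMSO only wells and 100% = carbachol wells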
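Test system: TRPML3-YFP stable HEK293 cells. Doses: single point at 3 µM. Incubation: dye loading 1 h 37 °C then 30 min ambient, 125 s read. Signal: Fluo-8 calcium dye fluorescence, ex 470-495, em 515-575 nm. Measure: percent activation from peak-to-basal fluorescence ratio, scaled between DMSO and carbachol.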
NPY1 pot ag = NPY-Y1 receptor potentiators or agonists, primary screen, cell-based | NPY-Y1 expressing cells, potentiator/agonist activation | activation, % at 3.6 µM | hit rate 0.37% among 220,000; in the data active means activation above about 33%, passing the limit was not always enough;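 further: cells stimulated with NPY at EC10 then isoproterenol at EC100; 0% = low agonist plus stimulus and 100% = saturating agonist plus stimulus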
S1P4 ag = S1P4 receptor agonists, primary screen, cell-based; Sphingosine 1-phosphate receptor 4 (Homo sapiens), O95977; S1P4-expressing cell line, agonist reporter assay; activation, % at 4.98 µM; hit rate 0.35% among 220,000; AID 1509, 2009; in the data active means activation above about 11%;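 further: 0% = DMSO vehicle and 100% = reference agonist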
TRPN1 ag = zebrafish TRPN1 channel agonists, primary screen, cell-based, HEK293, calcium fluorescence; transient receptor potential cation channel N1 (TRPN1/NompC), Danio rerio; HEK293 zebrafish TRPN1-YFP, Fluo-8 calcium fluorescence; 100% = response to 87 µM carbachol; activation, % at 3 µM; hit rate 0.18% among 220,000; AID 1424, 2008;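 active means activation above its plate's cutoff, the mean activation of test wells on that plate plus 3 SD, cut at about 19% in these data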;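 further: 0% = DMSO alone and 100% = 87 µM carbachol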
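Material – zebrafish TRPN1-YFP in HEK293 cells · Doses – 3 µM single point · Schedule – dye 1 h 37 °C plus 30 min RT · Signal – Fluo-8 calcium fluorescence, excitation 470-495 nm, emission 515-575 nm · Read-out – % activation versus carbachol response · Control set – carbachol high, DMSO low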
NPY-Y1 antag = NPY-Y1 receptor antagonists, primary screen, cell-based | hit rate 1% among 200,000 | HEK293-CNG Y1 cells, membrane potential fluorescence; NPY at EC95, then isoproterenol | AID 1040, 2008 | inhibition, % at 3.6 µM;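 active means inhibition above the campaign mean inhibition of all tested compounds plus 3 SD, cut at about 20% in these data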;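 further: 0% = DMSO wells given NPY plus isoproterenol and 100% = isoproterenol alone without NPY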
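Assay system: HEK293 cells with Y1 receptor plus CNG channel | Probe or stimulus: NPY (25 nM), isoproterenol (1 µM), Ro 20-1724 (25 µM) | Timing: Compound incubation 1 h at room temperature, readout 45 min post-stimulation | Measured by: Membrane-potential fluorescent dye readout | Benchmarks: High control isoproterenol alone, low control NPY with isoproterenol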
Active calls of the source: *; · = not tested or not shown; & = joins results of further samples. Random draw from the library; 6.5% or so of the library scored in one or more.

Below each SMILES: EP2 mod | NPY-Y2 PAM-ag | S1P4 antagonist | CHOP inh | TRPML3 agonist | NPY1 pot ag | S1P4 ag | TRPN1 ag | NPY-Y1 antag
CCCn1c(=N)n(CC(=O)O)c2ccccc21
→ 3 | 8 | -26 | -8 | -0.1 | 1 | 0.6 | 1.1 | 2
Cc1nc(N[C@@H](Cc2c[nH]c3ccccc23)C(=O)O)c2oc3ccccc3c2n1
→ -20 | -12 | -19 | 7 | 0.3 | 19 | -0.8 | -0.1 | 5
Cc1ccc(C(C(=O)NC2CCCC2)N(C(=O)CCC(=O)Nc2cc(C)on2)c2ccccc2)cc1 (configuration not stated)
→ 12 | 17 | -10 | 27 | -0.5 | 21 | -2.6 | -1.0 | 2
O=C(CSc1n[nH]c(=O)[nH]c1=O)c1ccc([N+](=O)[O-])cc1
→ -43 | -20 | -10 | -19 | 1.0 | 27 | -0.2 | 0.7 | ·
Nn1c(SCC(=O)N2CCCCCC2)nnc1-c1ccncc1
→ 17 | -13 | -9 | 14 | 1.8 | 1 | 1.1 | -0.6 | 19
COc1cc(SC)ccc1C(=O)N1CCN(Cc2ccccc2)CC1
→ -20 | -12 | 5 | 36 | 2.1 | -7 | -1.8 | 1.0 | 2
O=C(/C=C/c1ccccc1)NCCSCc1ccc(Cl)cc1
→ -74 | -35 | -18 | 15 | 0.1 | -43 | 4.6 | -0.5 | 21*
CC(Sc1n[nH]c(N)n1)C(=O)Nc1ccccc1-c1ccccc1 (configuration not stated)
→ 27 | -8 | 5 | -13 | 1.4 | 18 | -1.5 | -0.5 | 1
Cc1ccccc1-c1nnc(SCCOc2ccc3c(C)cc(=O)oc3c2)o1
→ 17 | -26 | -22 | 49 | 0.6 | -5 | 0.3 | 0.7 | 4
Cc1ccc(NC(=O)CSc2nc(O)cc(=O)n2C)cc1
→ 11 | -9 | -9 | 6 | 0.1 | -15 | 1.6 | -0.6 | 4
CCCCc1nc(SCC(=O)Nc2ncccn2)n[nH]1
→ -8 | 10 | -17 | -8 | -0.1 | 11 | 2.4 | 1.0 | 2
CCC(C)(C)NC(=O)C(c1ccncc1)N(C(=O)c1sc(C)nc1C)c1ccc(F)cc1 (configuration not stated)
→ 10&18 | 5 | 1 | 7 | 1.4 | 11 | 1.9 | -1.2 | -1
CCc1nnc(NC(=O)[C@@H](NC(=O)c2cccc(C)c2)C(C)C)s1
→ -8 | -3 | -9 | 1 | -0.4 | 6 | -1.4 | -0.3 | 5
CC1(C)CC2(CCO1)N1CC3(C)CN2CC(C)(C1)C3=O (configuration not stated)
→ · | 5 | 3 | · | 1.1 | 0 | 0.2 | 0.5 | -1
CC(C)OC(=O)CSc1nnc(CNc2cccc(Cl)c2)n1C
→ 16 | 10 | -4 | 22 | 1.1 | 1 | 1.2 | 0.5 | 10
COc1ccc(C(=O)N2CCCc3ccccc32)cc1
→ 14 | 4 | 2 | -25 | 0.1 | -12 | 1.0 | -0.5 | -1
CCNS(=O)(=O)c1ccc(C)c(-n2cnnn2)c1C
→ 27 | 6 | -5 | -1 | 2.6 | -2 | 1.4 | 1.3 | -5
O=C(COc1ccccc1)NCC(=O)N/N=C/c1ccccc1
→ -13 | 9 | -21 | 21 | -0.4 | -10 | 1.2 | -2.7 | 0
CCCCc1n[nH]c2c1/C(=N/O)CC(c1ccccc1)C2 (configuration not stated)
→ -17 | 8 | -6 | 12 | -0.4 | 18 | -0.4 | 1.0 | -1
Cc1ccc(CNC(=O)CCNC(=O)Cn2ccc3ccccc3c2=O)o1
→ 16 | 6 | -4 | 50 | -0.2 | -20 | -1.8 | 0.1 | -9
O=c1[nH][nH]c(=O)c2cc(N3CCCC3)ccc12
→ 17 | -16 | -4 | 2 | -0.5 | 17 | 1.0 | 1.4 | 4
CC(CCc1ccccc1)NC(=S)NC1CCCCC1 (configuration not stated)
→ -32 | 1 | 12 | -5 | 0.9 | 6 | -0.6 | -0.4 | 8
COc1ccc(CC2(CO)CCN(Cc3cnn(-c4ccccc4OC)c3)CC2)cc1
→ -2 | -26 | 2 | 17 | 0.0 | -27 | 0.5 | -0.6 | 5
CC(C)N(Cc1nc(-c2ccc(Cl)cc2)no1)C(=O)C12CC3CC(CC(C3)C1)C2
→ 32 | -3 | -21 | 43 | 0.4 | 2 | -1.9 | 0.9 | -1
Oc1[nH]c2ccc(Br)cc2c1N=NC(=S)Nc1ccc(F)cc1
→ -2 | 33 | -6 | -41 | -0.4 | 45 | -0.2 | -1.8 | ·
Cc1cc(C)nc(SCCn2c(N3CCCCC3)nc3c2c(=O)n(C)c(=O)n3C)n1
→ -5 | 8 | 0 | 11 | 0.8 | 9 | 2.0 | -0.3 | 3
COc1ccc2[nH]c(C)c(C(=O)CN3CCN(C(=O)c4ccco4)CC3)c2c1
→ -9 | 25 | 11 | -17 | -0.1 | 9 | -0.1 | 0.6 | 1
CCN(c1ccccc1)S(=O)(=O)c1ccc(Cl)c(NC(=O)CN2C(=O)NC3(CCCC3)C2=O)c1
→ 20 | -18 | -7 | 13 | 0.0 | 13 | 0.1 | 0.4 | ·
CCOc1ccc(/C=C\C(C)=N\O)cc1
→ -3 | 0 | -9 | 30 | -0.1 | 21 | -1.9 | -1.4 | -2
CC(Oc1ccc(F)cc1)C(=O)Nc1sc2c(c1C(=O)NCc1cccnc1)CCCC2 (configuration not stated)
→ 42 | -6 | 12 | 27 | -0.9 | 10 | 0.7 | -3.3 | 9

Continued.
Below each SMILES: EP2 mod | NPY-Y2 PAM-ag | S1P4 antagonist | CHOP inh | TRPML3 agonist | NPY1 pot ag | S1P4 ag | TRPN1 ag | NPY-Y1 antag
C[n+]1ccc(C(=O)NCCC[N+](C)(C)C)cc1/C=N/O
→ -1 | 10 | -13 | -24 | 0.6 | -9 | 1.1 | 0.7 | 4
Cc1cccc([N+](=O)[O-])c1NC(=O)CN(Cc1ccccc1)Cc1ccccc1
→ 31 | 9 | 1 | 15 | 0.5 | 1 | -0.7 | -0.7 | 1
O=C(/C=C/c1ccccc1)NCC(=O)N/N=C/c1ccccc1[N+](=O)[O-]
→ -49 | -7 | -4 | 25 | -0.7 | 2 | -1.3 | -1.2 | 5
Nc1nc(SCC(=O)N2N=C(c3ccc(Cl)cc3)CC2c2ccco2)n[nH]1 (configuration not stated)
→ 13 | -9 | 3 | 52 | 0.0 | 11 | -2.2 | -0.5 | ·
COc1ccc(NC(=S)N(CCCN2CCOCC2)Cc2cn(C)c3ccccc23)cc1
→ 9 | -4 | -8 | 9 | 1.0 | 15 | 2.1 | 1.4 | 2
COc1cccc(C(C(=O)NC2CCCCC2)N(C(=O)Cc2cccs2)c2ccc(-n3cnnn3)c(OC)c2)c1 (configuration not stated)
→ 9 | 2 | -11 | -6 | -0.5 | -4 | 4.6 | -0.7 | 0
COc1ccc(/C(N)=N/OC(=O)CN(C)S(=O)(=O)c2ccc(C)cc2)cc1
→ -5 | -27 | -17 | 24 | 84* | 2 | 2.1 | -0.7 | 1
CCN(CC)C(=N)N1c2ccccc2CCC1C (configuration not stated)
→ 21 | 2 | 13 | 15 | 1.0 | 2 | 0.6 | -1.1 | 4
Brc1ccc(-c2nnc(-c3cccnc3)c3conc23)cc1
→ · | 6 | -1 | · | 0.7 | 12 | -0.7 | 0.6 | 4
CC(=O)c1cccc(Nc2c([N+](=O)[O-])c(=O)oc3ccccc23)c1
→ -4 | -22 | -6 | 6 | 1.0 | 8 | 0.0 | 2.3 | ·
CC1(C)CCc2cc(-c3ccn(S(=O)(=O)c4ccccc4Cl)n3)ccc2O1
→ -41 | -4 | 11 | -3 | 10 | 11 | -1.1 | 1.2 | ·
O=C(CCC(=O)OCc1cccc([N+](=O)[O-])c1)Nc1ccccc1Cl
→ 18 | 15 | -8 | 10 | 0.3 | -1 | 0.5 | -0.8 | -1
FC(F)(F)COc1cc(-c2nnc(SCc3ccccc3)n2Cc2ccco2)cc(OCC(F)(F)F)n1
→ 24 | -28 | 12 | 28 | 1.8 | -23 | -0.1 | 2.3 | ·
Cc1ccc(Cl)cc1NC(=S)N(CCCN1CCN(C)CC1)Cc1cccs1
→ -3 | 0 | -7 | 19 | 1.3 | 1 | 1.8 | 0.0 | 6
CCCOC(=O)/C(=C\C=C\c1ccco1)NC(=O)c1ccccc1
→ 16&12 | -7 | -1 | -31 | 0.1 | -9 | -0.8 | 0.1 | 3
Cc1cc(/C=C2\SC(=S)NC2=O)c(C)n1-c1cccc(O)c1
→ -40 | 2 | 10 | -10 | 1.1 | 32 | 0.0 | 2.1 | ·
Cc1cc(Cl)ccc1Oc1ccccc1C(=O)CC#N
→ 17 | 5 | -8 | 47 | 0.5 | 18 | 3.4 | 1.2 | 11
CCc1ccc(NC(=O)c2ccc(Cn3cc([N+](=O)[O-])cn3)cc2)cc1
→ -14 | 8 | -6 | 52 | 1.7 | 16 | -2.0 | 4.3 | -3

An excerpt from above in order of length of the SMILES, descending:
Below each SMILES: EP2 mod | NPY-Y2 PAM-ag | S1P4 antagonist | CHOP inh | TRPML3 agonist | NPY1 pot ag | S1P4 ag | TRPN1 ag | NPY-Y1 antag
Cc1cccc([N+](=O)[O-])c1NC(=O)CN(Cc1ccccc1)Cc1ccccc1
→ 31 | 9 | 1 | 15 | 0.5 | 1 | -0.7 | -0.7 | 1
CCc1ccc(NC(=O)c2ccc(Cn3cc([N+](=O)[O-])cn3)cc2)cc1
→ -14 | 8 | -6 | 52 | 1.7 | 16 | -2.0 | 4.3 | -3
C[n+]1ccc(C(=O)NCCC[N+](C)(C)C)cc1/C=N/O
→ -1 | 10 | -13 | -24 | 0.6 | -9 | 1.1 | 0.7 | 4
